PABP1 MLLE inh: blocks PAM2 peptide binding to the PABP1 MLLE domain. hit rate 0.36% among 360,000. inhibition, % at 20 µM. P11940. GST-MLLE / FITC-PAM2 fluorescence polarization. AID 588489; in the data active = inhibition above about 35%, passing the limit was not always enough;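 also: plate controls were DMSO wells with GST-MLLE for no effect and wells lacking GST-MLLE protein for full effect; some results filed as inactive read as strong as hits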
Rin1-Abl PPI inh: inhibitors of human Rin1-Abl protein interaction; P00519+Q13671; TR-FRET Rin1/Abl binding, biochemical; hit rate 0.4% among 360,000; inhibition, % at 7.35 µM; AID 588664; in the data active = inhibition above about 5%, passing the limit was not always enough
MsrA inh: inhibits bovine methionine sulfoxide reductase A; purified bovine MsrA, absorbance read-out; AID 651718; inhibition, % at 15.5 µM; hit rate 0.75% among 360,000; in the data active = inhibition above about 4.5%;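 also: 0% = vehicle wells with enzyme and 100% = reference inhibitor wells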
MsrA act: activators of bovine methionine sulfoxide reductase A; activation, % at 10.6 µM; hit rate 0.3% among 360,000; purified bovine MsrA, absorbance read-out; in the data active = activation above about 7.5%;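 also: 0% = vehicle and 100% = reference activator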
FAS-TE inh: FAS thioesterase (human) inhibition | P49327 | recombinant FAS-TE, OMFH fluorogenic substrate, fluorescence endpoint | inhibition, % at 15 µM | hit rate 0.67% among 360,000;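 active = compounds whose normalised, plate-corrected inhibition of enzyme fluorescence in the single-dose primary screen is 50% or more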;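 also: 0% = DMSO with enzyme and 100% = substrate without enzyme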
eLon inh: inhibitors of E. coli Lon protease; P0A9M0; purified E. coli Lon protease, fluorescence polarization; inhibition, % at 7.94 µM; hit rate 0.42% among 360,000; AID 602123; in the data active = inhibition above about 13%, passing the limit was not always enough;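 also: 0% = enzyme with probe and DMSO and 100% = no enzyme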
Neddyl block: cullin neddylation inhibition; P61081+Q13564; TR-FRET cullin neddylation, biochemical; calls only at 25 µM; hit rate 0.58% among 360,000; AID 651699; in the data active = inhibition above about 36%
CSN inh: CSN deneddylation inhibition; Purified CSN, SCF-Nedd8-OG deneddylation, fluorescence polarization; inhibition, % at 12.5 µM; hit rate 0.38% among 360,000;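 active = pattern-corrected inhibition above about 35%, with an unprinted fluorescence ratio check between 0.5 and 1.5, limit read from the data, passing the limit was not always enough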;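 also: 0% = enzyme with substrate and 100% = substrate without enzyme; some results filed as inactive read as strong as hits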
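Test system: Human Csn5 produced in HEK293T cells | Compound: 12.5 µM single point | Times: 90 min, room temperature | Signal: Fluorescence polarization readout | Read-out basis: % inhibition of substrate cleavage by Csn5 | Controls: no-enzyme wells high, enzyme-with-substrate wells low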
Tb MetRS inh: blocks T. brucei methionyl-tRNA synthetase activity; hit rate 0.4% among 360,000; inhibition, % at 11.9 µM; purified T. brucei MetRS, ATP depletion, Kinase-Glo luminescence; AID 624268;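 active = inhibition above a per-plate cutoff of the control wells' mean inhibition plus 3 SD, cut at about 5.5% in these data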;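 also: 0% = DMSO wells median and 100% = median of wells with control inhibitor compound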
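technique = Kinase-Glo luminescence, ATP depletion format | system = purified MetRS (methionyl-tRNA synthetase) enzyme from Trypanosoma brucei | timing = 15 min preincubation, 2 h reaction, all 25 °C | evaluation = percent inhibition versus plate control medians | dosing = single dose, 11.9 µM final nominal, 0.9% final DMSO | also added = substrates ATP, L-methionine and bulk Escherichia coli tRNA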
* = called active by the depositor; i = inactive; nt = not tested or not shown.

no.	SMILES	PABP1 MLLE inh	Rin1-Abl PPI inh	MsrA inh	MsrA act	FAS-TE inh	eLon inh	Neddyl block	CSN inh	Tb MetRS inh
1	COc1ccccc1Oc1coc2cc(OC(=O)N3CCOCC3)ccc2c1=O	-2.3	-3.5	0.4	1.6	-6.0	-8.3	i	-1.9	-0.9
2	COc1cc2c(cc1NC(=O)COC(=O)CNC(=O)c1ccccc1)oc1ccccc12	2.6	0.1	-0.2	-2.6	7.6	0.9	i	-6.5	-0.4
3	Cc1ccc2c(c1)-c1cc(C)nn1C(c1sccc1C)N2 (configuration not stated)	3.3	2.2	-0.8	-13.7	13.6	-6.9	nt	0.3	-1.8
4	COC(=O)c1nc(NC(=O)c2ccccc2Br)n[nH]1	-10.7	-0.1	1.6	-3.1	5.0	4.9	i	4.8	-0.4
5	CSc1ncc(CN2CCN(CCC(C)C)C(CCO)C2)cn1 (configuration not stated)	5.1	0.9	-1.0	-1.7	-3.3	3.0	i	0.6	-0.2
6	COC(=O)C1=C(O)/C(=C\c2ccc(CNS(=O)(=O)c3ccc(Cl)cc3)o2)N=C1C	-12.3	5.6	2.0	-15.3	-10.4	-6.9	i	11.8	-1.1
7	CCOC(=O)C1CCN(c2nc(N)c3c(N)nc(SCC(=O)O)cc3c2C#N)CC1	7.1	-0.9	2.1	1.7	3.2	13.1	i	22.6	0.6
8	CCOc1ccc(OCC)c(NC(=O)C2CCN(c3nn4c(=O)cc(C)nc4s3)CC2)c1	-1.0	2.8	nt	-1.5	-6.9	0.8	i	-2.5	-0.3
9	CCN1CCN(c2ncnc3c2cnn3-c2ccccc2)CC1	1.0	3.1	0.1	-5.8	-8.3	0.1	i	2.8	-0.7
10	CC(=O)NCCC(=O)Nc1ccc(C)c(F)c1	1.2	-5.0	0.6	0.3	-5.9	8.1	i	-3.5	0.4
11	Cc1cc(C(=O)O/N=C(\N)c2ccncc2)ccc1[N+](=O)[O-]	4.9	-0.8	-0.9	-3.0	3.1	-3.0	i	-1.7	-0.1
12	C/C(=N/NC(=O)c1ccc2c(c1)OCO2)c1ccc(NC(=O)C(F)(F)F)cc1	4.2	2.0	0.3	-4.3	-8.1	-25.8	i	-3.4	-0.6
13	COC(=O)Cc1cc(=O)oc2c(C)c(O)ccc12	2.2	0.4	3.6	-1.8	-5.4	-13.7	nt	-2.8	-0.2
14	COc1ccc(-n2c(CNc3ccc(C)cc3)nnc2SCc2ccccc2)cc1	-65.3	-1.1	0.3	-0.6	11.1	0.2	i	1.1	-0.4
15	Cc1ccc(-n2c(SCC(=O)NCCC3=CCCCC3)nc3n[nH]c(C)c3c2=N)cc1Cl	-9.2	-14.6	1.1	-2.5	-2.9	-4.5	i	5.0	-0.3
16	Cc1cc2cc(CN(Cc3nnnn3C3CCCCC3)CC3CCCO3)c(=O)[nH]c2cc1C (configuration not stated)	-0.4	1.3	1.0	-3.8	-3.7	-5.3	i	0.5	-0.9
17	CCOc1cc(/C=N/NC(=O)Cn2nc([N+](=O)[O-])cc2C)cc(Br)c1OCc1ccccc1C	-11.3	0.9	1.4	-9.4	17.9	-1.8	i	1.4	-0.7
18	COCC1CCCCN1Cc1cn[nH]c1-c1ccc2cc(OC)ccc2c1 (configuration not stated)	-0.7	0.6	-0.3	-2.6	-3.2	-9.6	i	1.6	-0.5
19	O=C(Cc1ccccc1)N[C@@H]1c2ccccc2CC[C@@H]1OCc1ccccc1	-6.9	-1.5	-1.0	-3.0	-1.4	-7.1	i	1.7	-0.2
20	O=C(NC(Cc1ccccc1)C(=O)O)/C(=C\c1ccc(F)cc1)NC(=O)c1ccco1 (configuration not stated)	0.5	0.2	-0.1	-1.2	-5.5	-19.4	i	6.2	0.8
21	CCCOc1ccc(CNC(=S)NCc2ccc(OC(C)C)cc2)cc1	-73.7	2.1	0.0	0.2	12.6	12.1	i	-11.8	-0.1
22	COc1cc2c(cc1OC)CN(S(=O)(=O)c1ccccc1F)CC2	8.7	0.5	-1.1	-0.3	-1.5	-2.0	i	0.3	0.0
23	O=C(NCCOc1ccc(Cl)cc1)c1ccc2c(c1)OCCO2	8.7	0.9	-0.9	-4.5	10.0	4.5	i	-2.0	-0.7
24	CCc1nc(NC(=O)c2sc(C)nc2C)sc1C(=O)OC	10.8	-4.7	4.6*	-3.4	-4.7	1.1	i	1.8	-1.3
25	COc1ccc(NC(=O)CSc2nncs2)cc1OC	-13.9	2.4	-0.1	-8.8	-5.4	0.5	i	-1.2	-0.6
26	COc1ccccc1-c1nnc(SCC(=O)NNC(=O)c2ccccc2F)n1C	8.4	3.8	-0.5	-1.3	-5.7	3.0	i	5.8	-0.2
27	CCc1nn(CCCC(=O)NCc2cc(Br)ccc2OC)c(=O)c2cc3occc3n12	14.5	4.3	-0.2	0.1	15.4	-0.7	i	0.8	0.1
28	CCOC(=O)c1c(C)[nH]c(C(=O)C(C)OC(=O)c2ccc(NC(=O)CC#N)cc2)c1C (configuration not stated)	-11.8	2.7	-1.3	-5.3	6.5	-10.8	i	2.5	-0.4
29	O=Cc1ccc(O)c(O)c1	-1.6	-5.9	3.0	-1.7	-5.9	3.5	i	-1.4	-0.5
30	O=C(Nc1nnc(-c2ccc(Cl)cc2)o1)c1ccccc1Br	8.0	-1.3	0.4	-0.5	-1.5	-11.4	i	0.0	-0.5

Reprinted at random: 4 compounds from above.
no.	SMILES	PABP1 MLLE inh	Rin1-Abl PPI inh	MsrA inh	MsrA act	FAS-TE inh	eLon inh	Neddyl block	CSN inh	Tb MetRS inh
10	CC(=O)NCCC(=O)Nc1ccc(C)c(F)c1	1.2	-5.0	0.6	0.3	-5.9	8.1	i	-3.5	0.4
27	CCc1nn(CCCC(=O)NCc2cc(Br)ccc2OC)c(=O)c2cc3occc3n12	14.5	4.3	-0.2	0.1	15.4	-0.7	i	0.8	0.1
2	COc1cc2c(cc1NC(=O)COC(=O)CNC(=O)c1ccccc1)oc1ccccc12	2.6	0.1	-0.2	-2.6	7.6	0.9	i	-6.5	-0.4
16	Cc1cc2cc(CN(Cc3nnnn3C3CCCCC3)CC3CCCO3)c(=O)[nH]c2cc1C (configuration not stated)	-0.4	1.3	1.0	-3.8	-3.7	-5.3	i	0.5	-0.9

Later entries
no.	SMILES	PABP1 MLLE inh	Rin1-Abl PPI inh	MsrA inh	MsrA act	FAS-TE inh	eLon inh	Neddyl block	CSN inh	Tb MetRS inh
31	O=C(NNC(=O)c1ccc(Oc2ccc(C3SCCS3)cc2)o1)c1ccc(Cl)cc1	11.9	-2.5	-0.7	-4.9	7.2	-10.1	i	8.3	-0.1
32	CCn1c(CNC(=O)c2ccccc2OC)nnc1SCC(=O)c1ccc(F)cc1	5.2	0.7	1.6	-1.5	-7.7	-3.6	i	-0.6	0.5
33	CCOc1ccc(N(CC(=O)Nc2ccc(OC)cc2)S(=O)(=O)c2c(C)[nH]c(=O)[nH]c2=O)cc1	3.4	2.8	0.2	-2.4	-1.7	-4.5	i	3.5	-0.4
34	O=C(CSc1nccc(-c2cccs2)n1)Nc1cccc(Cl)c1	-5.8	-1.4	-0.2	-11.5	23.2	-5.5	i	3.8	0.0
35	COc1cc(C2Nc3ccc4ccccc4c3C3=C2C(=O)CC(C)(C)C3)ccc1OCC(=O)O (configuration not stated)	-9.0	0.2	1.6	-4.8	-1.9	-3.3	nt	-3.5	0.0
36	Nc1c(C(=O)NCc2ccc3c(c2)OCO3)nnn1CC(=O)Nc1ccc(Br)cc1	-17.7	1.2	0.9	-0.7	-8.0	-1.1	i	1.7	0.2
37	N#Cc1ccc(S(=O)(=O)NCCc2ccncc2)cc1	-2.2	-0.4	-1.4	-0.7	-5.3	2.2	i	-0.5	0.3
38	CN(CC(=O)Nc1cccc(F)c1)C(=O)c1ccc(N2CCCCC2)c([N+](=O)[O-])c1	0.2	-0.2	-0.4	-2.2	9.9	-7.8	i	-3.6	0.3
39	Cc1c(Cl)cccc1-n1nnnc1-c1cccs1	5.3	4.5	0.5	0.1	6.4	-9.2	i	-2.2	-0.7
40	O=C(Nc1ccccc1)OCCN1CCN(Cc2ccccc2)CCC1=O	19.9	-1.5	-0.5	-3.2	-9.3	-5.1	i	-10.8	0.3
41	CSC[C@H]1CN(c2ccccc2)C(=O)[C@@H]1CC(=O)Nc1ccc(Br)cc1	-2.3	-5.5	-0.2	-1.9	1.5	-0.1	i	1.4	20.9*
42	CCc1c(O)nc(N2CCN(Cc3ccccc3)CC2)[nH]c1=O	6.2	-0.9	0.5	-0.6	-6.8	7.9	i	3.0	-0.3
43	COc1ccccc1NS(=O)(=O)c1cccc(C(=O)N/N=C/c2ccc(NC(C)=O)cc2)c1	10.4	-1.2	3.9	-5.5	-4.4	-9.3	nt	-4.2	-0.8
44	C[C@@H]1CN([C@@H](C)CO)C(=O)CCCn2cc(nn2)CO[C@H]1CN(C)S(=O)(=O)c1cccc(C#N)c1	-0.6	-5.1	-0.2	-1.9	-4.7	-0.1	i	-5.5	1.2
45	O=C(OCc1cn([C@@H]2CN(CC3CCCCC3)[C@@H](c3ccc(Cl)cc3)C[C@H]2O)nn1)c1ccccc1	7.7	1.0	-0.2	-1.6	-4.0	3.8	i	0.1	0.8
46	CCCCNc1ncnc2c1cnn2-c1ccc(Cl)cc1	8.4	2.0	0.4	3.0	11.5	-10.4	i	-6.7	0.1
47	COc1cccc(CNC(=O)C2CCN(S(=O)(=O)c3ccc4c(c3)C(C)(C)C(=O)N4C)CC2)c1	-14.9	2.1	1.9	0.7	-0.4	-3.1	i	-2.0	-0.3
48	C/C(CC(=O)Nc1cc(Cl)ccc1Cl)=N\NC(=O)c1ccccc1Br	21.9	-1.4	-0.1	-0.5	2.8	4.2	i	9.6	0.1
49	COc1ccc(/C=N/NS(=O)(=O)c2ccc(C)cc2)cc1	-51.5	3.6	0.4	-9.4	-14.0	-0.5	i	0.7	-0.9
50	Cc1nnc(N2CCCC(C(=O)Nc3cc(F)ccc3F)C2)c2nn(-c3ccccc3)c(C)c12 (configuration not stated)	-12.4	-4.1	nt	-1.2	5.7	-9.0	i	-0.8	0.3
51	CC(O)[C@H]1CNC(=O)C(=O)N1CCC12CC3CC(CC(C3)C1)C2 (some centres not stated)	-0.3	1.2	-0.8	-1.2	-9.3	-6.2	i	-4.6	-0.3
52	O=C(CCCCCn1c(=S)[nH]c2ccc(N3CCOCC3)cc2c1=O)NCc1ccccc1Cl	-44.0	-1.7	1.1	-4.1	2.7	-2.8	nt	11.0	0.0

Assay outcomes: PubChem BioAssay, several laboratories
